Compound activity from PubChem.
HEK293 tox: qHTS of GLP-1 Receptor Inverse Agonists: Cytotox Screen | HEK293 cAMP-luciferase reporter cells, luminescence, 24 h | Potency, µM (highest dose often 38.3 µM), without a hit: at the highest dose activity change, negative = inhibition, hits mostly inhibitors | 410,000 compounds, 0.13% hits | AID 624418, 2012;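 also: loss of luciferase light is scored as toxicity; potency is read from the fitted curve at half-maximal effect; % is scaled to controls: 0 for no effect and ±100 for the full control effect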
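Here, cytotoxicity is scored as loss of luminescence. The MLSMR collection was tested on cells seeded in medium containing 10% Nu serum, with a 24 hr compound exposure preceded by 12 hours of culture.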
TDP43 rescue: qHTS of TDP-43 Inhibitors | TDP-43 expressing yeast growth rescue, BacTiter-Glo, 24 h | Potency, µM (highest dose often 46.1 µM), without a hit: at the highest dose growth rescue (activation), actives largely listed as activators | 410,000 compounds, 1.8% hits; also: potency is read from the fitted curve at half-maximal effect; % of control where 0% means no effect; nearly all actives have a fitted effect of over 50% in size
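Galactose-induced TDP-43 yeast, OD600=0.02, compound pinned; 24 hr, 30 deg C; BacTiter-Glo luminescence for growth. Inhibitors of TDP-43 toxicity read as activators.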
GLP1R inv ag: qHTS of GLP-1 Receptor Inverse Agonists (Inhibition Mode). Glucagon-like peptide 1 receptor (Homo sapiens), P43220. HEK293 GLP-1R CRE-luciferase, luminescence, 24 h; GLP-1R form is constitutively active. Potency, µM (doses to about 38.3 µM), for inactives: top-dose activity change, negative = inhibition, hits mostly inhibitors. 410,000 compounds, 1.6% hits; also: potency is read from the fitted curve at half-maximal effect; % is scaled to controls: 0 for no effect and ±100 for the full control effect; nearly all actives have a fitted effect of over 55% in size
Target sequence (P43220 whole entry, looked up): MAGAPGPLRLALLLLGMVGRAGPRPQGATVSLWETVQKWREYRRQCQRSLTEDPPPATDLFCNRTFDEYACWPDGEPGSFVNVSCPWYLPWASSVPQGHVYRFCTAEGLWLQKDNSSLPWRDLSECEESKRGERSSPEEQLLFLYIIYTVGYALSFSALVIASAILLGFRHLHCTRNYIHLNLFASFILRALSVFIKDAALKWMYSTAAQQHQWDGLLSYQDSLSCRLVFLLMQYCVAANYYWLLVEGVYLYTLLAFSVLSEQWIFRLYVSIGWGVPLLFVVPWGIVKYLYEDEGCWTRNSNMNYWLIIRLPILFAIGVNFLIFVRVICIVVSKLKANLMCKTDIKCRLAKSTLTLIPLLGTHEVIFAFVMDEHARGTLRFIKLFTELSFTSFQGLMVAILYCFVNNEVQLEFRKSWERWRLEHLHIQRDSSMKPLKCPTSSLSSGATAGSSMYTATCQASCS
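Constitutively active GLP-1R drives a cAMP-responsive luciferase in stably transfected HEK293 cells; test compounds are added after overnight (12 h) attachment and left 24 hr, and signal loss in luminescence marks inhibition.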
Mm-Cpn inhibitor: Inhibitors of TCP-1 ring complex (TRiC) of Methanococcus maripaludis (MmCpn): qHTS | 330,000 compounds, 0.031% hits | Chaperonin Mm-Cpn (Methanococcus maripaludis) | Potency, µM (series often up to 76.9 µM), for the others: at the highest dose activity, negative = inhibition, hits mostly inhibitors | purified Mm-Cpn ATPase, ADP Transcreener TR-FRET | AID 504842, 2011; also: potency is read from the fitted curve at half-maximal effect; % is scaled to controls: 0 for no effect and ±100 for the full control effect; nearly all actives have a fitted effect of over 80% in size
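Reaction buffer contained 30 mM Tris pH 7.4, 100 mM KCl, 5 mM MgCl2 and 1 mM DTT. Mm-CPN (25 nM final) hydrolysed 10 uM ATP over 30 min at 37°C; ADP was read by HTRF.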
aSyn yeast inh: qHTS of alpha-syn Inhibitors | Yeast expressing alpha-synuclein, growth rescue, BacTiter-Glo, 24 h | 370,000 compounds, 0.14% hits | Potency, µM (doses to about 46.1 µM), without a hit: at the highest dose growth rescue (activation), actives largely listed as activators; also: potency is read from the fitted curve at half-maximal effect; % of control where 0% means no effect; nearly all actives have a fitted effect of over 65% in size
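Galactose-induced alpha-syn yeast (OD600=0.02, raffinose-pregrown) + pinned cpd, 24 hr, 30 deg C; growth by BacTiter-Glo luminescence. Growth restoration scores as activation.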
pAkt inh: HTS Assay for Inhibitors of Akt Phophorylation: Primary Screen; Neuro2A IGF-stimulated pAkt S473 HTRF, 20 min; stronger effect = lower value; activity change, % for hits at 50 µM; 360,000 compounds, 0.32% hits; AID 651550, 2012; in the data active = activity change below about -80%; inconclusive = mostly about -51% to -80%; also: % is scaled to controls: 0 for no effect and ±100 for the full control effect
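Neuro2A cells in DMEM with 0.5% FBS, overnight at 37 deg C, given compound at single 50 µM final, then IGF (6 nM final) for 20 min at 37 deg C. Lysed; phospho-Akt Ser473 by HTRF after 24 h, 665/615 ratio.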
PTHR1 agonist: qHTS for PTHR1 Agonists: Primary Screen. HEK293 GP2 PTHR1 cells, GloSensor cAMP luminescence, 1 h. Potency, µM (doses to about 115 µM), without a hit: at the top dose activation, actives largely listed as activators. 410,000 compounds, 0.075% hits; also: potency is read from the fitted curve at half-maximal effect; nearly all actives have a fitted effect of over 55% in size; some results filed as inactive show a strong effect at the top dose; inactives centre near -15; many of its hits are not listed in these tables
Target sequence (Q03431 whole entry, looked up): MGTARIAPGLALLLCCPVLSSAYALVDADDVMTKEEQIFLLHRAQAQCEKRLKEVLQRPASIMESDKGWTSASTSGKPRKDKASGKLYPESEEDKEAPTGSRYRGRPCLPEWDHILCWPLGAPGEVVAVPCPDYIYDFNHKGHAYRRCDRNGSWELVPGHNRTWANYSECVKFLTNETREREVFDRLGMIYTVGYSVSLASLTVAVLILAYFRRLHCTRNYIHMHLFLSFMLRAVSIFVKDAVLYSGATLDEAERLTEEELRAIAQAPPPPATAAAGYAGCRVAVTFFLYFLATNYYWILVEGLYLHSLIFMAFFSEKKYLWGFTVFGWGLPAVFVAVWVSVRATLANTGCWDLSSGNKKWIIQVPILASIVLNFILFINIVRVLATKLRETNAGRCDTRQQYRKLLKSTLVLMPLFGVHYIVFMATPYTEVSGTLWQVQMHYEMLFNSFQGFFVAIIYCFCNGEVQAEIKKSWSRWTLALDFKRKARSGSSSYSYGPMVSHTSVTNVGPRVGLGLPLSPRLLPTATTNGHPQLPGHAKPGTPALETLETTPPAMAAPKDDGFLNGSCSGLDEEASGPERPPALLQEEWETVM
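HEK-293-derived GP2 cells expressing PTHR1 and a GloSensor cAMP reporter, 3,000/well, plated overnight, given luciferin plus IBMX (each 0.5 mM as added) for 1 h at 37 °C, then compound for 1 h at 37 °C. Luminescence was read after 15 min at room temperature.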
FUS yeast rescue: qHTS for Suppressors of FUS Proteinopathy: Primary screen using FUS-linked yeast assay | S. cerevisiae FUS-expressing, growth rescue, OD600, 24 h | Potency, µM (highest dose often 76.6 µM), for the others: at the highest dose growth rescue (activation), actives largely listed as activators | 390,000 compounds, 0.24% hits;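 also: potency is read from the fitted curve at half-maximal effect; plate controls were DMSO vehicle for no effect and reference control for full effect; nearly all actives have a fitted effect of over 55% in size; some results filed as inactive show a strong effect at the top dose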
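Steps: raffinose overnight preculture; dilution to OD 0.005 in 2% galactose minimal medium; compound addition (concentration series); 24hr at 30C, 99% humidity; absorbance read at 600 nm.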
Abeta rescue: qHTS for compounds that reverse cellular toxicity of Amyloid beta (A-beta) peptide in yeast: Primary Screen. yeast expressing A-beta42, growth rescue, OD600, 48 h; response scale: 0% DMSO, 100% iron-clioquinol control. Potency, µM (top dose mostly 46.1 µM), without a hit: at the highest dose growth rescue, actives largely listed as activators. 410,000 compounds, 0.063% hits. AID 1347071, 2019; also: potency is read from the fitted curve at half-maximal effect; nearly all actives have a fitted effect of over 55% in size
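Yeast A-beta toxicity model in growth medium with pinned compounds, 48 h at 30 C; growth read as absorbance at 600 nm. Normalized to FeCl3/clioquinol equimolar mix (positive) and DMSO (negative).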
An asterisk follows results filed as active; i = inactive; ? = inconclusive; . = no result given; & = joins results of further samples; [ ] = remark or other dose. Unless noted, calls follow the shape of the dose curve; as a rule, active = well fitted curve in the direction sought with a large enough effect; inconclusive = small, poorly fitted or top-dose-only effect, or another doubt; inactive = no such curve, though single readings can be large; an effect the other way counts as inactive or inconclusive. Some of the compounds tested, so the mix of outcomes need not match the whole.

SMILES	HEK293 tox	TDP43 rescue	GLP1R inv ag	Mm-Cpn inhibitor	aSyn yeast inh	pAkt inh	PTHR1 agonist	FUS yeast rescue	Abeta rescue
O=C(CSc1nc2c(c(=O)[nH]1)CN(Cc1ccc(F)cc1)CC2)Nc1cccc(C(F)(F)F)c1	0%	6%	?	.	.	.	-17%	22%	-32%
O=[N+]([O-])/C=C/c1cc2ccccc2[nH]1	-37%	2%	-29%	2%	12%	i	-84%[inhibitor]	-26%	-62%[inhibitor]
CCc1c(C)sc(NC(=O)C2CC2)c1C(=O)OC(C)C	-4%	12%	?	-1%	1%	i	-4%	11%	1%
COc1cc(CNCc2ccccc2)ccc1OCC(O)c1ccccc1 (configuration not stated)	-6%	16%	?	-1%	-1%	i	i	-28%	5%
COc1cccc(/C=N/n2c(C)nc3ccccc32)c1OC	-11%	5%	0%	3%	2%	i	-35%[inhibitor]	-11%	23%
O=C(CSc1ncccc1C(=O)O)NCc1ccc(F)cc1	-2%	-2%	6%	-1%	1%	i	i	-20%	0%[9.22 µM]
CC(=O)Nc1cccc(-c2cnc(N)c(C(=O)c3cccnc3)n2)c1	-9%	-1%	?	-3%	0%	i	20%	10%	1%
O=C(O)CCCCCn1c(O)c(C=C2N=c3ccccc3=N2)sc1=S	-10%	-9%	1%	-2%	6%	i	i	-12%	19%
COc1ccc(CCNc2nnc(C)c(=O)[nH]2)cc1OC	16%	-8%	0%	0%	-3%	i	i	-8%	0%
Cc1cc(C)cc(NC(=O)NCc2c(-n3cccc3)sc3c2CCCC3)c1	7%	13%[9.22 µM]	10%	.	.	.	-18%	-14%	-11%
CN(C)S(=O)(=O)c1ccc(C(=O)OCCCN=C2NS(=O)(=O)c3ccccc32)cc1	6%	16%	13%	1%	-2%	i	i	-18%	9%
COc1cc(/C(C)=N/NC(=O)CSc2nc3ccccc3[nH]2)ccc1O	-9%	-11%	5%	3%	10%	i	i	-19%	-6%
Cc1cc(C)c(S(=O)(=O)N2CCN(C(=O)C(C)Cn3nc(C)nc3C)CC2)c(C)c1 (configuration not stated)	3%	-7%	14%	-2%	8%	i	i	-16%	-4%
CCCN(CCC)Cc1c(C(=O)N/N=C/c2ccncc2)nnn1-c1nonc1N	-7%	14%	?	-4%	-8%	i	-1%	-13%	-18%
CC(=O)Nc1nnc(CSCc2ccccc2F)s1	-5%	-13%	13%	0%	13%	i	i	18%	-17%
Cc1ccc(C(=O)NCCN2CCOCC2)cc1Cl	26%	-17%	9%	1%	-2%	i	i	0%	15%
CC(=O)c1cccc(S(=O)(=O)NC(C)C2CC3CCC2C3)c1 (configuration not stated)	9%	15%	-42%	0%	6%	i	-10%	40%	-12%
COC(=O)[C@H](Cc1ccccc1)NC(=O)[C@@H](N)CC(=O)OCc1ccccc1	2%	0%	18%	1%	-10%	i	-1%	-13%	-1%
O=C(COC(=O)c1ccccc1O)NC12CC3CC(CC(C3)C1)C2	-7%	18%	?	0%	-4%	i	-29%	.	0%
CCOC(=O)CCCN(c1[nH]c(C)c(C)c1C#N)S(=O)(=O)c1ccc(C)cc1	-10%	6%	?	.	11%	i	i	11%	13%
Cc1ccc(N(CC(O)CN(C)C)S(=O)(=O)c2ccccc2)cc1 (configuration not stated)	-2%	6%	-10%	0%	1%	i	i	17%	14%
CC(=O)Oc1ccc(-c2nc3cc(Cl)ccc3c(=O)o2)cc1	-1%	4µM*	29%	0%	0%	i	i	-6%	-12%
CC(=O)Nc1ccc(C(=O)OCC(=O)N(c2ccccc2)C2CCS(=O)(=O)C2)cc1 (configuration not stated)	-5%	6%	4%	0%	-2%	i	i	-5%	-9%
Cc1ccc(N=Nc2c(N)n[nH]c2N)cc1	-28%	-5%	32%[activator]	-4%	0%	i	-8%	21%	0%
O=C(NCCCN1CCOCC1)c1cc(-c2ccc(F)cc2)nc2ccccc12	-8%	11%	-5%	0%	-2%	i	-5%	-19%	-5%
COc1cc(C=CC(=O)c2ccccc2)cc(OC)c1OC	-28%	14µM*	?	.	?	i	-94%[inhibitor]	10%	-42%[inhibitor]
O=C(c1ccccc1)c1ccncc1	1%	16%	3%	0%	-13%	i	-9%	9%	-2%
O=C(/C=C/c1ccccc1)c1cc(Br)ccc(=O)c1O	?	-43%[inhibitor]	?	?	-72%[inhibitor]	.	-47%[57.5 µM]	?	1%
CN(C)C(=O)c1ccc(NC(=O)c2cccc(S(=O)(=O)N3CCCCCC3)c2)cc1	-13%	9%	?	0%	0%	i	-72%[inhibitor]	21%	-2%
COc1ccc(C)cc1NC(=O)C1CCCN1S(=O)(=O)c1ccccc1F (configuration not stated)	-7%	?	-39%	1%	7%	i	-24%	19%	-10%

A different layout for part of the listing above:
Order of values – HEK293 tox	TDP43 rescue	GLP1R inv ag	Mm-Cpn inhibitor	aSyn yeast inh	pAkt inh	PTHR1 agonist	FUS yeast rescue	Abeta rescue
CC(=O)Oc1ccc(-c2nc3cc(Cl)ccc3c(=O)o2)cc1
    -1%	4µM*	29%	0%	0%	i	i	-6%	-12%
CC(=O)Nc1ccc(C(=O)OCC(=O)N(c2ccccc2)C2CCS(=O)(=O)C2)cc1 (configuration not stated)
    -5%	6%	4%	0%	-2%	i	i	-5%	-9%
Cc1ccc(N=Nc2c(N)n[nH]c2N)cc1
    -28%	-5%	32%[activator]	-4%	0%	i	-8%	21%	0%
O=C(NCCCN1CCOCC1)c1cc(-c2ccc(F)cc2)nc2ccccc12
    -8%	11%	-5%	0%	-2%	i	-5%	-19%	-5%

(listing goes on)
SMILES	HEK293 tox	TDP43 rescue	GLP1R inv ag	Mm-Cpn inhibitor	aSyn yeast inh	pAkt inh	PTHR1 agonist	FUS yeast rescue	Abeta rescue
CC(C)NC(=S)Nc1ccc(Oc2ccccc2)cc1	?	23%	?	-1%	-5%	i	-5%[57.5 µM]	9%	22%
CC(O)(CS(=O)(=O)Cc1ccccc1)c1ccccc1 (configuration not stated)	-9%	10%	6%	1%	1%	i	-28%	-16%	-1%
CC(C)Cn1c(SCC(=O)NC(=O)NC2CCCC2)nc2ccccc21	-1%	?	0%	1%	30%	i	-5%[57.5 µM]	35%	15%
CCOc1ccc(NC(=O)C/C(N)=N/O)cc1	6%	-13%	6%	4%	-4%	i	i	48%	-2%
CCc1ccc(CN2CCCC(CCC(=O)N3CCN(c4ccccn4)CC3)C2)o1 (configuration not stated)	5%	3%	?	-1%	7%	i	-8%	-16%	-2%
COc1ccc(C(=O)NCS(=O)(=O)c2ccc(C)cc2)cc1	-16%	6%	0%	-1%	2%	i	-26%	15%	22%
Cc1ccc(-c2cc(C(=O)NCc3ccccn3)no2)cc1	-12%	-4%	0%	-4%	5%	i	-3%	-13%	13%
CC(C)Cc1cc(C(=O)O)n[nH]1	1%	-8%	0%	0%	3%	i	i	17%	0%
COc1cccc(CC(=O)Nc2ccc3nc(C)sc3c2)c1	-1%	?	8%	0%	-56%[inhibitor]	i	i	6%	-90%[inhibitor]
O=C(Nc1ccc(F)cc1)Nc1ccccc1N1CCCCC1	-41%	0%	?	0%	-1%	i	-48%[inhibitor]	-5%	1%
COC(=O)c1ccc(NC(=O)CSc2nnc(CNc3ccc(OC)cc3)n2C)cc1	-5%	-6%	9%	-11%	1%	i	-11%[57.5 µM]	-15%	0%
COc1ccccc1CNC(=O)C(=O)c1cn(CC(=O)N2CCCC2)c2ccccc12	-10%	-3%	-26%	0%	1%	i	i	13%	6%
CC(=O)Nc1ccc(-c2ccnc3c2CC(C)(C(=O)Nc2cccc(C(F)(F)F)c2)O3)cc1 (configuration not stated)	?	-23%	?	.	-46%[inhibitor]	i	-22%	?	-55%[inhibitor]
Cc1nc2ccccc2c(=O)n1NC(=O)Nc1ccccc1	1%	5%	8%	1%	-5%	i	1%[57.5 µM]	1%	-29%
CC(C)CC(NS(=O)(=O)c1cc(C(=O)O)ccc1Cl)C(=O)O (configuration not stated)	-7%	-6%	3%	-2%	0%	i	i	-34%	11%
CCN1CCC(N(Cc2ccc3c(c2)OCO3)C(=O)Nc2ccccc2OC)CC1	-5%	-1%	-14%	.	.	.	-21%	7%	-14%
CCn1c(=O)cc(OCC(=O)Nc2ccc3c(c2)OCCO3)c2ccccc21	-12%	-18%	27%	-14%	2%	i	?	40%	-7%
CC(NC(=O)COC(=O)c1cc(S(=O)(=O)N2CCOCC2)ccc1F)c1ccccc1 (configuration not stated)	9%	1%	-9%	1%	5%	i	i	10%	-1%
Cn1c(NCCO)nc2c1c(=O)n(Cc1ccccc1Cl)c(=O)n2C	0%	22%	6%	.	.	.	i	-3%	-11%
C#CCNc1ccc([N+](=O)[O-])cc1	-9%	10%	50%[activator]	0%	-14%	i	0%	-37%	-18%
O=C(COc1ccc2ccccc2c1)NC1CC1	0%	-2%	29%	0%	-9%	i	i	6%	21%
CCc1cc2cccc(C)c2nc1SCC(=O)Nc1nonc1C	1%	-12%	18%	?	-10%	i	-16%	5%	7%
COc1cccc(/C=C2\SC(=S)N(CCC(=O)N3CCCCC3)C2=O)c1	3%	10%	2%	-10%	1%	i	i	14%	-22%
Cc1ccccc1C(=O)c1cccn1CC(=O)NCc1ccccc1	-1%&-7%	12%&18%	-30%&7%	1%	-2%	i	-9%	-33%&3%	28%&2%
